XiGFP reactiv = activators of X-chromosome reactivation in mouse fibroblasts | XiGFP mouse fibroblasts, % GFP-positive cells imaging, 3 d; cells co-treated with 5-aza-dC sensitizer; scaled so ellipticine positive control = 100% | activation, % at 7.58 µM | hit rate 0.055% among 360,000 | AID 743238;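 active means mean normalized replicate activation at least 10% and every replicate at or above 10%; inconclusive means only one of the two criteria met; inactive means mean below 10% and not all replicates reach 10%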;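 further: 0% = median of on-plate neutral control wells and 100% = ellipticine 6 µM median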
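System: SV40-immortalized XiGFP fibroblast cells, line 68-5-11 / Incubation: 3-day compound exposure, then 15 min fixation at room temperature / Compound: single concentration per compound, delivered by pin transfer / Buffer or medium: DMEM plus 5-aza-dC sensitizer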
INS-1E GSIS act = GLuc luminescence reporter in INS-1E cells, primary screen for activators of glucose-dependent secretion of insulin; INS-1E GLuc reporter insulin secretion, 2-3 h; activation, % at 16.6 µM; hit rate 0.61% among 370,000; AID 743287;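 active means lowest replicate activation of at least 40%, so every replicate reaches that level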;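 further: 0% = median of neutral control wells and 100% = median of IBMX positive control wells; some compounds called inactive have numbers as strong as hits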
PAX8 inh HTS = PAX8 transcriptional activity inhibition. RMG-I TPO-luciferase reporter, SteadyGlo, 24 h. inhibition, % at 12.6 µM. hit rate 1.2% among 360,000. AID 652154;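 active means mean replicate inhibition at least 60% with every replicate also reaching 60%; inconclusive means only one of the two criteria is met; inactive means mean below 60% and not all replicates reaching 60%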;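 further: luciferase light reporting Pax8 driven TPO promoter activity; plate controls were median of neutral control wells for no effect and mitoxantrone controls for full effect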
EWS-Fli block = EWS/Fli transcriptional activity inhibition | inhibition, % at 12.6 µM | A673 NR0B1-luciferase reporter, viability-normalised | AID 651661 | hit rate 0.67% among 350,000;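 active means mean inhibition of at least 50% after viability correction, with every replicate also passing that limit; inconclusive means mean reaches 50% but only one of two replicates passes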;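 further: firefly luciferase signal divided by Alamar Blue viability fluorescence both relative to DMSO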
ARNT-TACC3 inh = disruptors of human ARNT/TACC3 interaction; Q9Y6A5; AlphaScreen His-ARNT PAS-B/GST-TACC3 binding, luminescence; TACC3 fragment carries E629A point mutation; inhibition, % at 9.99 µM; hit rate 0.66% among 390,000; AID 623870;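 active means mean inhibition of replicates at least 50% and at least half of replicates each reaching 50%; inconclusive means half or more replicates reach 50% but mean below 50%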;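 further: 0% = complete ARNT plus TACC3 wells and 100% = ARNT alone without TACC3; many hits fall short of the cut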
DENV2 CPE = DENV2-induced cell death inhibition; CPE inhibition, % at 9.99 µM; DENV2-infected cells, cytopathic effect rescue, plate reader; hit rate 1.7% among 350,000; AID 651640; in the data active means CPE inhibition above about 20%, passing the limit was not always enough; inconclusive means no clear call, values can overlap the other calls; tested in BHK-21 cells;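 further: 0% = median of neutral control wells and 100% = median of positive control wells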
ERp5 block = ERp5 (human) disulfide isomerase inhibition; Q15084; ERp5 insulin aggregation, absorbance 650 nm, 90 min; inhibition, % at 9.99 µM; hit rate 0.05% among 350,000; AID 651711;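 active means mean replicate inhibition above about 25%, with every replicate also reaching it, limit read from the data, passing the limit was not always enough; inconclusive means only one of those two criteria met; inactive means neither criterion met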
Target sequence (Q15084 whole entry, looked up): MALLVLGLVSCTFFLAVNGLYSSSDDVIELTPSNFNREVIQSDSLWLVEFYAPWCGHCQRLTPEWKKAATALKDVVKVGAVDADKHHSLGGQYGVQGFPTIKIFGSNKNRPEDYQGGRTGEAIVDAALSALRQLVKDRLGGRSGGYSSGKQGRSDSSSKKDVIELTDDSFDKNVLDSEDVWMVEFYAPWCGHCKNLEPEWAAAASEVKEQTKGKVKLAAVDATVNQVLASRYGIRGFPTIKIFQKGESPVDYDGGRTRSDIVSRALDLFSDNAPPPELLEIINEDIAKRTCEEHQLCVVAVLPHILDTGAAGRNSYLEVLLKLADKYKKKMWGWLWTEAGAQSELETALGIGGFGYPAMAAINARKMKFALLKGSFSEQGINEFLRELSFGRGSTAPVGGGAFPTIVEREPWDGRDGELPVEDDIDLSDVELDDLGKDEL
CFTR F508del cor = correctors of CFTR F508del function in bronchial epithelial cells; AID 720511; hit rate 0.36% among 350,000; CFBE cells, YFP halide quenching; stimulated with forskolin plus potentiator P3; % fluorescence drop versus neutral controls; activity (quench increase), % at 7.58 µM;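 active means mean added fluorescence quench of at least 8% versus neutral control, with both replicates also reaching 8%; inconclusive means only one of the mean or replicate conditions met; inactive means mean below 8% and not both replicates reaching 8%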;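 further: cells transiently co-express mutant CFTR-F508del with the halide-sensitive YFP; corrector assay measuring rescue of mutant channel to the surface after 24 h compound exposure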
Active calls of the source: *; ? = inconclusive; / = not tested or not shown.

SMILES | XiGFP reactiv | INS-1E GSIS act | PAX8 inh HTS | EWS-Fli block | ARNT-TACC3 inh | DENV2 CPE | ERp5 block | CFTR F508del cor
CC(C)(C)NC(=O)C(c1ccc(-c2ccccc2)cc1)n1c(=O)c(-c2ccco2)nc2ccccc21 (stereo not drawn) | 0.2 | -1 | -12 | -69 | / | 2 | 2 | -0.9
CN(C)CC(=O)N1[C@@H]2c3ccc(-c4ccccc4)c(=O)n3C[C@H]1[C@H](CO)[C@H]2C(=O)N1CCN(C)CC1 | 0.2 | -1 | / | -2 | -2 | 9 | 3 | /
C[C@@H]1CN([C@@H](C)CO)C(=O)CCCn2nncc2CO[C@@H]1CN(C)C(=O)Nc1cccc(F)c1 | 0.1 | -1 | -1 | -4 | -3 | -1 | 3 | -2.4
FC(F)(F)c1nc2ccccc2[nH]1 | 0.2 | 11 | -5 | -4 | -2 | 1 | 0 | 0.6
C[C@@H](NC(=O)C[C@@H]1C[C@H]2c3cc(NC(=O)CN(C)C)ccc3O[C@H]2[C@H](CO)O1)c1ccccc1 | 0.2 | 14 | 0 | 1 | 0 | -4 | 5 | -1.9
O=c1ccc(-c2ccc(S(=O)(=O)N3CCCCC3)o2)n[nH]1 | 0.0 | 6 | -16 | / | 9 | 4 | -1 | -1.5
CCCN1CCC(NC(=O)C2CC=CCC2C(=O)O)CC1 (stereo not drawn) | 0.3 | 4 | 15 | / | -2 | 2 | 14 | 0.3
Cc1noc(C)c1NC(=O)N(C)C[C@@H]1Oc2ccc(NC(=O)Cc3cn(C)c4ccccc34)cc2CC(=O)N([C@@H](C)CO)C[C@@H]1C | 0.2 | 1 | 13 | -6 | -5 | -4 | -6 | 0.4
CCc1cccc(C)c1NC(=O)Cn1c(NCCO)nc2ccccc21 | 0.1 | / | 39 | 6 | 4 | 8 | 1 | 1.0
CCOc1ccc(Cl)cc1-c1cc(C(=O)NCCc2ccncc2)[nH]n1 | 0.0 | -1 | 4 | 1 | / | 8 | 3 | -0.6
CN(C)S(=O)(=O)c1cccc(C(=O)OCC(=O)c2c(N)n(C)c(=O)n(C)c2=O)c1 | -0.1 | 29 | 7 | 1 | -5 | / | 0 | -1.0
O=C1N(Cc2cccnc2)C[C@@H]2C[C@@H](c3ccccc3C(F)(F)F)N3CCC[C@@]123 | 0.2 | -29 | 1 | 2 | -2 | -1 | 6 | 0.1
CCNc1ccc(C(=O)OCC(=O)NCc2ccc(C)cc2)cc1[N+](=O)[O-] | -0.1 | -16 | 5 | / | -2 | / | / | /
CCN(CC)S(=O)(=O)c1ccc(N2CCN(c3ccccc3O)CC2)nc1 | 0.2 | -4 | 8 | 33 | 13 | 0 | -5 | -1.1
Cc1ccc(NC(=O)CN2C(=O)N/C(=C\c3ccco3)C2=O)cc1 | 0.0 | -10 | 6 | -6 | -7 | 6 | 1 | -0.4
CCC(=O)Nc1ccc(Cl)c(NC(=S)NC(=O)c2cc3ccccc3o2)c1 | 0.0 | / | -39 | 3 | -3 | -3 | 2 | 3.4
O=C(CSc1nc2ccccc2c(=O)n1CC1CCCO1)NCCc1ccccc1 (stereo not drawn) | 0.0 | 9 | 13 | 4 | -28 | -2 | -1 | -0.5
CCCn1c(C)cc(C(=O)COC(=O)c2nccnc2N)c1C | 0.3 | 0 | 0 | -33 | -5 | / | 7 | -2.8
Cc1noc(C)c1S(=O)(=O)Nc1ccc2c(c1)C(=O)N([C@H](C)CO)C[C@@H](C)[C@H](CN(C)C(=O)NC1CCCCC1)O2 | 0.0 | 4 | / | 6 | / | 3 | 0 | -2.9
CCS(=O)(=O)N[C@H]1CC[C@H](CC(=O)NCc2ccc(F)cc2)O[C@H]1CO | -0.6 | 16 | -8 | -3 | -12 | ? | -3 | 0.5

Looked up above.
CN(C)CC(=O)N1[C@@H]2c3ccc(-c4ccccc4)c(=O)n3C[C@H]1[C@H](CO)[C@H]2C(=O)N1CCN(C)CC1 | DENV2 CPE = 9
CCCN1CCC(NC(=O)C2CC=CCC2C(=O)O)CC1 (stereo not drawn) | INS-1E GSIS act = 4

Remaining list, next part
SMILES | XiGFP reactiv | INS-1E GSIS act | PAX8 inh HTS | EWS-Fli block | ARNT-TACC3 inh | DENV2 CPE | ERp5 block | CFTR F508del cor
C[C@@H]1CN([C@H](C)CO)S(=O)(=O)c2ccc(C3=CCCCC3)cc2O[C@@H]1CN(C)C | -0.9 | 5 | / | 2 | / | / | / | -2.4
COc1ccc(OC)c(C(=O)c2ccc([N+](=O)[O-])cc2)c1 | 0.0 | 58* | -22 | -3 | 14 | ? | -3 | -3.6
COc1ccc(OC)c(S(=O)(=O)Nc2ccccc2C)c1 | / | -10 | / | -12 | -10 | -2 | 4 | -4.3
O=C(/C=C/c1c(Cl)cccc1Cl)NCc1ccco1 | 0.1 | 12 | -15 | / | 4 | / | / | /
Cc1cccc(C(=O)NC2C(=O)NNC2c2ccc(Cl)cc2)c1 (stereo not drawn) | 0.2 | -5 | 16 | 1 | 6 | -2 | 4 | 0.3
CCCCC1C2=C(CCCC2=O)OC2=C1C(=O)CCC2 | 0.4 | 3 | 14 | / | -9 | / | / | /
CCC(=O)NC(=S)Nc1ccc(NC(=O)c2cccc([N+](=O)[O-])c2C)cc1 | 0.2 | 2 | 6 | / | -7 | / | / | /
C[C@@H]1CCCCO[C@@H](CN(C)CC2CC2)[C@@H](C)CN([C@H](C)CO)C(=O)c2cc(NC(=O)c3ccccc3)ccc2O1 | 0.1 | 2 | 0 | / | -2 | 14 | 1 | 0.4
CC12CCC3C(CCC4CC(O)CCC43C)C1CC(O)C2 (stereo not drawn) | -0.1 | 24 | -1 | -6 | -1 | 4 | 6 | 1.2
COc1ccc(CN2CC3(CN(C(=O)c4ccccc4)C3)c3c([nH]c4cc(OC)ccc34)[C@@H]2CO)cc1 | 0.4 | 11 | 3 | -4 | / | 2 | 3 | -0.4
O=C(O)C1CCN(C(=O)COc2ccc3c(c2)oc(=O)c2ccccc23)CC1 | / | 4 | / | -5 | 5 | 8 | -4 | -3.1
C[C@@H]1CN([C@H](C)CO)C(=O)c2cc(C#CCc3ccccc3)cnc2O[C@H]1CN(C)CC1CCOCC1 | -0.1 | -13 | 2 | 8 | -2 | 7 | 29 | 2.8
COC(=O)c1c(NC(=O)CN2C(=O)c3ccccc3C2=O)sc(Cc2ccc3c(c2)OCO3)c1C | -0.1 | / | -2 | 0 | -2 | 2 | -3 | -3.5
COCCNC(=O)C1CCN(S(=O)(=O)c2ccc3c(c2)OCCO3)CC1 | 0.1 | 13 | / | 8 | -2 | -4 | -18 | 4.7
Cc1cc(C)cc(N=Cc2ccc([N+](=O)[O-])s2)c1 | 0.1 | -19 | 2 | / | -4 | / | / | /
CC1Cc2ccccc2N1C(=O)CSc1nnc(CNc2ccccc2)o1 (stereo not drawn) | / | 7 | / | 20 | -2 | -15 | -7 | 0.1
CCc1nc(SCC(=O)N2CCCCC2)c2c(=O)n(C)c(=O)n(C)c2n1 | 0.0 | -38 | 16 | -4 | 3 | 0 | 8 | 6.2
CCOc1ccc(C(=O)Nc2cccc3nsnc23)cc1[N+](=O)[O-] | 0.4 | 3 | -5 | 2 | -2 | / | 3 | -0.2
CC(OC(=O)CCc1nc2ccccc2[nH]c1=O)c1ccccc1 (stereo not drawn) | 0.3 | 3 | -19 | -2 | -2 | -6 | 9 | 0.9
CCc1ccc(OCC(O)CN2CCN(c3ccccn3)CC2)cc1 (stereo not drawn) | -0.1 | 5 | 24 | 11 | -9 | 7 | -3 | 0.3

Part of the list above, showing only DENV2 CPE, EWS-Fli block and CFTR F508del cor.
Molecule	DENV2 CPE	EWS-Fli block	CFTR F508del cor
C[C@@H](NC(=O)C[C@@H]1C[C@H]2c3cc(NC(=O)CN(C)C)ccc3O[C@H]2[C@H](CO)O1)c1ccccc1	-4	1	-1.9
O=c1ccc(-c2ccc(S(=O)(=O)N3CCCCC3)o2)n[nH]1	4	/	-1.5

Next compounds.
SMILES | XiGFP reactiv | INS-1E GSIS act | PAX8 inh HTS | EWS-Fli block | ARNT-TACC3 inh | DENV2 CPE | ERp5 block | CFTR F508del cor
CC(Sc1nnc(C(F)(F)F)n1C)C(=O)Nc1ccc(S(N)(=O)=O)cc1 (stereo not drawn) | -0.1 | -2 | -2 | -9 | 3 | 1 | -2 | 2.7
C[C@@H]1CN([C@@H](C)CO)C(=O)c2cc(C#Cc3ccc(F)cc3)cnc2O[C@H]1CN(C)C(=O)c1ccccc1F | -0.6 | -15 | 10 | -5 | 8 | 16 | 5 | 0.7
Cc1ccc2nc(/C(C#N)=C/c3ccc(O)c(O)c3)[nH]c2c1 | 0.9 | / | -19 | -27 | 4 | 3 | 0 | /
CNC[C@H]1OCCCC[C@@H](C)Oc2ccc(NC(=O)CCC(F)(F)F)cc2C(=O)N([C@H](C)CO)C[C@H]1C | -1.3 | 1 | -16 | -5 | 6 | -1 | 2 | 2.2
Cc1cccc(OC(C)C(=O)Nc2ccc(N3CCCCC3)cc2)c1 (stereo not drawn) | 0.1 | 10 | -5 | -4 | 2 | -5 | 2 | 1.2
COc1ccc(-c2nc(S(=O)(=O)c3ccccc3)c(N3CCN(C)CC3)o2)cc1 | 0.0 | / | 0 | 5 | / | -9 | -9 | -0.3
O=C(/C=C/c1cccc([N+](=O)[O-])c1)N1CCN(Cc2ccc3c(c2)OCO3)CC1 | -0.1 | -18 | 35 | -4 | -1 | -4 | -2 | /
CCN(CC(=O)Nc1ccc(NC(C)=O)cc1)C(=O)CN1C(=O)NC(C)(c2ccc3ccccc3c2)C1=O (stereo not drawn) | 0.0 | 6 | -6 | -2 | 10 | 4 | 5 | -1.5
Cc1nnc2sc(SCC(=O)Nc3ccc(Cl)cc3)nn2c1=O | 0.1 | 2 | 5 | 2 | 43* | 0 | -9 | -1.3
Cc1c(N/N=C(\C#N)C(=O)c2ccc(Cl)cc2)c(=O)n(-c2ccccc2)n1C | 0.7 | -14 | 64* | / | 60* | / | / | /
C[C@@H]1CN([C@@H](C)CO)C(=O)c2cc(C#Cc3cccnc3)cnc2O[C@H]1CN(C)Cc1ccccc1 | 0.0 | 6 | / | -2 | -1 | 9 | 9 | 1.0
O=C(COC(=O)C1CC2C=CC1C2)Nc1ccccc1 (stereo not drawn) | 0.1 | -4 | -2 | / | -4 | / | / | /
O=C([C@H]1[C@H](CO)[C@H]2Cn3c(cccc3=O)[C@H]2N1Cc1cc(F)ccc1F)N1CCOCC1 | 1.7 | 5 | / | 4 | 4 | -6 | 6 | /
COc1ccccc1NCCC(=O)OCC(=O)Nc1cccc(S(=O)(=O)N(C)C)c1 | -0.1 | -3 | 0 | -4 | 6 | -5 | 3 | -1.0

Complete entries, quoted from the list. Order of screens: XiGFP reactiv | INS-1E GSIS act | PAX8 inh HTS | EWS-Fli block | ARNT-TACC3 inh | DENV2 CPE | ERp5 block | CFTR F508del cor
`Cc1c(N/N=C(\C#N)C(=O)c2ccc(Cl)cc2)c(=O)n(-c2ccccc2)n1C` as listed: 0.7 | -14 | 64* | / | 60* | / | / | /
`CC(Sc1nnc(C(F)(F)F)n1C)C(=O)Nc1ccc(S(N)(=O)=O)cc1` (stereo not drawn) as listed: -0.1 | -2 | -2 | -9 | 3 | 1 | -2 | 2.7
`COc1ccccc1NCCC(=O)OCC(=O)Nc1cccc(S(=O)(=O)N(C)C)c1` as listed: -0.1 | -3 | 0 | -4 | 6 | -5 | 3 | -1.0

Compound activity as filed in PubChem.

No enrichment for hits; 4.2% or so of the library scored in one or more.
